ALDH1A1 inh = qHTS Assay for Inhibitors of Aldehyde Dehydrogenase 1 (ALDH1A1) | Potency, µM (highest dose often 75.3 µM), inactives show top-dose activity, negative = inhibition, usual class: inhibitors | AID 1030, 2008 | Aldehyde dehydrogenase 1A1 (Homo sapiens), P00352 | hit rate 7.3% among 220,000 | Purified ALDH1A1, NADH fluorescence, propionaldehyde substrate; active = well fitted inhibition curve with a large enough effect, not every such curve was filed as active; inconclusive = small, poorly fitted or top-dose-only effect, or another doubt; inactive = no such curve, though single readings can be large or run the other way;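 note: plate controls were no enzyme wells and a reference inhibitor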
TRb SRC2 PPI = qHTS for Inhibitors of the Interaction of Thyroid Hormone Receptor and Steroid Receptor Coregulator 2. TRbeta-SRC2 peptide binding, fluorescence polarization; receptor liganded with 1 µM T3. AID 1469, 2008. Potency, µM (highest dose often 106 µM), for the others: at the top dose activity change, negative = inhibition, most hits filed as inhibitors. hit rate 0.065% among 280,000;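 note: plate controls were bound peptide for no effect and peptide without receptor for full effect; nearly all actives have a fitted effect of over 50% in size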
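Human TRb LBD (0.6 uM) plus Texas Red-labeled SRC2 peptide (20 nM), 1uM T3, 5% DMSO, 5 hr at ambient temperature. Decreased polarization (555/632 nm) flags inhibition; data normalized to free and bound peptide controls.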
aGal spleen mod = qHTS Assay for Inhibitors and Activators of Human alpha-Galactosidase From Spleen Homogenate | human spleen homogenate, 4MU-alpha-Gal fluorescence, 40 min | Potency, µM (titrated, usually from 80 µM), for inactives: at the highest dose activity change, negative = inhibition, actives largely listed as inhibitors | Alpha-galactosidase A (Homo sapiens), P06280 | hit rate 0.008% among 240,000;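 note: 0% = enzyme with vehicle and -100% = no enzyme basal signal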
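qHTS titration in buffer at pH 5.0. Alpha-galactosidase activity in spleen homogenate was measured via 4-methylumbelliferone release from 1 mM fluorogenic substrate after 40 min at 37C and a pH 10 stop. AC50 came from Hill fits of control-normalized data.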
Tau fluor cs = Counterscreen qHTS for Inhibitors of Tau Fibril Formation, Fluorescence Polarization | hit rate 0.93% among 280,000 | Potency, µM (titrated, usually from 57.7 µM), for the others: at the top dose activity change, negative = decrease | tau K18 P301L Alexa594 fluorescence, heparin fibrillization | AID 1463, 2008; note: nearly all actives have a fitted effect of over 55% in size
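Human tau K18 P301L (15 uM unlabeled, 0.24 uM Alexa 594-labeled) in 100 mM sodium acetate pH 7 with 20 uM heparin, 6 hr at 37 C. ThT 30 uM added, 1 hr ambient; Alexa 594 FP and total fluorescence read at 555/632 nm.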
TexasRed fluor = Total Fluorescence Counterscreen for Inhibitors of the Interaction of Thyroid Hormone Receptor and Steroid Receptor Coregulator 2. TRb/SRC2 Texas Red total fluorescence interference. Potency, µM (highest dose often 106 µM), inactives show at the top dose fluorescence change, negative = quenching. hit rate 0.29% among 280,000. AID 1479, 2009; active = well fitted curve in either direction with a large enough effect; inconclusive = small, poorly fitted or top-dose-only effect
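Flags fluorescent or light-absorbing compounds by total fluorescence, S + 2P, at 555 nm excitation and 632 nm emission. Mixture: 20 nM Texas Red SRC2 peptide, 0.6 uM human TRb LBD, 1 uM T3, 5% DMSO; compound exposure 5 h at ambient temperature.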
Tau FP inhib = qHTS for Inhibitors of Tau Fibril Formation, Fluorescence Polarization; K18 P301L tau heparin fibrillization, Alexa594 FP, 6 h; Potency, µM (series often up to 57.7 µM), inactives show at the highest dose activity, negative = inhibition, actives largely listed as inhibitors; hit rate 0.39% among 280,000; AID 1468, 2008; note: nearly all actives have a fitted effect of over 55% in size
Target sequence (P10636 561-689 P618L limits assumed): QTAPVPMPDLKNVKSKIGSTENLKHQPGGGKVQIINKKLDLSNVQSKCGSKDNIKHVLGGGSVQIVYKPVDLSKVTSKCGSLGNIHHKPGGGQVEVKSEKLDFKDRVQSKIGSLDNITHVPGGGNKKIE
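Recombinant K18 P301L […], labeled with Alexa 594 at 0.24 uM over 15 uM unlabeled; heparin inducer 20 uM final; 37 C, 6 hr; FP endpoint.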
L3MBTL1 inh = qHTS Assay for the Inhibitors of L3MBTL1; AlphaScreen L3MBTL1–H3K9me1 peptide binding; Potency, µM (highest dose often 57.1 µM), without a hit: at the top dose activity, negative = inhibition, hits mostly inhibitors; hit rate 0.66% among 230,000; AID 485360, 2010; note: nearly all actives have a fitted effect of over 60% in size
Target sequence (Q9Y468 whole entry, looked up): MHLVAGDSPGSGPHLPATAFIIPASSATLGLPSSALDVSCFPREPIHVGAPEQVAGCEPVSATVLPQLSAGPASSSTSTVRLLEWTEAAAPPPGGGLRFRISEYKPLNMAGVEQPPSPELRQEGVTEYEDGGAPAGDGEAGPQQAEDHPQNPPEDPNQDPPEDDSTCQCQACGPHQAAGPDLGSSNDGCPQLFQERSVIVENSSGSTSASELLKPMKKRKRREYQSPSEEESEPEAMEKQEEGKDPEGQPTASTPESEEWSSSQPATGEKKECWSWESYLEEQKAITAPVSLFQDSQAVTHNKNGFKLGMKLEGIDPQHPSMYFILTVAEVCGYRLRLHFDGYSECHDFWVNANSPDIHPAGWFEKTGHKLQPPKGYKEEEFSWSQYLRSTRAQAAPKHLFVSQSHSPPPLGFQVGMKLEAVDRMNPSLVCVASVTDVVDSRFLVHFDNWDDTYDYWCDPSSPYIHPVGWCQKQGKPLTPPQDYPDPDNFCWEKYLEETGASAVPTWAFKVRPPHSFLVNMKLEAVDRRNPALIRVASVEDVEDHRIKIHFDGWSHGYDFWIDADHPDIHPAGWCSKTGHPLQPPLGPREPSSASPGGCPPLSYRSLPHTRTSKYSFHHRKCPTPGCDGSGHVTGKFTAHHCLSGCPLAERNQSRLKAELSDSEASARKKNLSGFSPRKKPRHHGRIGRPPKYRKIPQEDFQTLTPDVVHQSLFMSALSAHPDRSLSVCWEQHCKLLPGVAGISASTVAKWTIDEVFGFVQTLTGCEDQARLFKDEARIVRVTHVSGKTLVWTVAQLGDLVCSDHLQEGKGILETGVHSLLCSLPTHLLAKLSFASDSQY
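L3MBTL1 (50 nM) pre-complexed 30 min with biotinylated H3(1-15)K9me1 peptide (75 nM), then compounds added for 30 min at room temperature; AlphaScreen streptavidin donor/nickel chelate acceptor beads (10 ug/mL final) read after 30 min dark incubation.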
Tau fibril ThT = qHTS for Inhibitors of Tau Fibril Formation, Thioflavin T Binding | Potency, µM (top dose mostly 57.4 µM), inactives show top-dose activity, negative = inhibition, hits mostly inhibitors | recombinant tau K18 P301L (four-repeat tau fragment), heparin-induced fibrillization, ThT fluorescence | hit rate 2.1% among 270,000 | Microtubule-associated protein tau (Homo sapiens), P10636; note: nearly all actives have a fitted effect of over 55% in size
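Heparin-induced (20 uM) aggregation of recombinant human K18 P301L tau, 15 uM unlabeled with 0.24 uM labeled, pH 7 acetate buffer, 6 hr at 37 C with compound. Fibrils quantified by 30 uM ThT fluorescence after 1 hr ambient incubation.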
* = called active by the depositor; ? = inconclusive; · = no result given; [ ] = dose if it differs, or a comment. Unless noted, calls come from the whole dose curve; as a rule, active = well fitted curve in the direction sought with a large enough effect; inconclusive = small, poorly fitted or top-dose-only effect, or another doubt; inactive = no such curve, though single readings can be large; an effect the other way counts as inactive or inconclusive. Unless noted, % is set by controls: 0 for no effect and ±100 for the full control effect; potency is the fitted concentration of half-maximal effect.

SMILES	ALDH1A1 inh	TRb SRC2 PPI	aGal spleen mod	Tau fluor cs	TexasRed fluor	Tau FP inhib	L3MBTL1 inh	Tau fibril ThT
O=C(NCCC1=CCCCC1)c1cccc2c1C(=O)N(C1CCCCC1)C2	?	-0.6%	1.5%	-14.6%	-2.9%	-7.9%	-25.5%	?
COCCNc1ccc2cc(S(=O)(=O)N3CCCCC3)ccc2n1	·	5.7%	·	-7.5%	-1.5%	-7.8%	·	-2.4%
CCOC(=O)c1cccc(Nc2c3c(nc4ccccc24)CCC3)c1	·	-2.3%	·	?	-1.2%	-5.0%	·	-9.1%
CCOC(=O)CSc1nc2sc3c(c2c(=O)n1C1CCCCC1)CCN(C)C3	?	-11.5%	-2.5%	1.5%	-0.8%	4.3%	?	1.7%
CCOC(=O)c1ccc(N2C(=O)c3n[nH]c(-c4ccco4)c3C2c2cccc([N+](=O)[O-])c2)cc1 (stereo unspecified)	-14.5%	9.8%	-3.4%	?	1.5%	4.8%	-4.8%	-17.0%
Cn1c(=O)c2sccc2n2c(CCC(=O)NCc3ccccc3)nnc12	·	-2.5%	·	-13.9%	-2.0%	-5.7%	·	-5.8%
O=[N+]([O-])c1ccc(Cl)c(CN2CCSCC2)c1	3.2%	0.1%	-0.5%	3.1%	-7.5%	-2.6%	-11.5%	6.5%
CCS(=O)(=O)N1CCC(C(=O)N2CCN(Cc3ccccc3)CC2)CC1	-8.9%	-7.2%	-2.8%	5.5%	-3.9%	3.0%	-1.5%[11.4 µM]	7.4%
Fc1ccc(-c2nc(Nc3cccc(Cl)c3)nc3c2COc2ccccc2-3)cc1	·	-3.5%	·	-7.8%	-6.8%	-14.9%	·	?
O=C(NC1(C(F)(F)F)NC(=O)N(c2ccc(F)cc2)C1=O)c1ccncc1 (stereo unspecified)	5.0%	0.9%	4.1%	-5.6%	0.1%	1.4%	2.0%	-10.3%
CCCNC(=O)c1cn(CC)c2cc(N3CCN(C)CC3)c(F)cc2c1=O	?	4.6%	4.3%	-8.6%	1.5%	1.0%	·	-11.9%
Oc1ccccc1/C=N/[n+]1ccccc1	·	-2.2%	0.1%	-0.5%	-0.6%	-6.4%	6.2%	-2.9%
CCOc1ccc(OCC)c(NC(=O)CCCN2C(=S)NC(C)(C)CC2C)c1 (stereo unspecified)	-4.7%	5.3%	-1.5%	-15.4%	-0.5%	6.2%	-4.0%	-4.7%
CC(=O)c1ccc(NC(=S)NCc2ccco2)cc1	-4.9%	0.1%	-4.8%	-2.8%	-0.7%	-2.2%	-12.0%	-5.2%
CCn1cc(C(=O)OCC(=O)NCc2ccc3c(c2)OCO3)c(=O)c2ccc(C)nc21	?	-1.1%	0.8%	-15.2%	-4.3%	-8.0%	·	?
CCOC(=O)CSc1nnc2n(-c3ccccc3)c(=O)c3c4c(sc3n12)COC(C(C)C)C4 (stereo unspecified)	·	3.0%	·	-8.8%	-2.2%	-4.2%	·	-8.1%
C=CCn1c(SCC(=O)c2ccc(OC)cc2)nnc1-c1cc2cccc(OC)c2o1	-10.1%	0.2%	-0.2%	9.6%	3.4%	-6.2%	11.3%[11.4 µM]	-3.8%
O=C(NCc1ccco1)C(=O)c1cn(CC(=O)N2CCCCCC2)c2ccccc12	?	-5.5%	1.1%	-11.4%	-0.9%	-12.2%	·	?
Cc1cc(C)c(C(=O)Nc2ccc(Br)c(C(F)(F)F)c2)c(C)c1	-15.7%	0.7%	-5.2%	-11.3%	-1.2%	-0.4%	11.6%	-11.3%
Cn1c(=O)c2sccc2n2c(CCC(=O)NCc3ccc(Cl)cc3)nnc12	·	6.1%	·	-5.5%	-2.6%	-6.0%	·	-3.9%
Cc1cccc(NC(=O)CN2C(=O)c3ccccc3Sc3ncccc32)c1C	·	6.0%	·	-4.3%	-1.5%	2.3%	·	?
COc1ccc(NC(=O)CN2CCN(S(=O)(=O)c3ccc(F)cc3)CC2)cc1Cl	-1.9%	-12.8%	6.3%	-15.1%	-3.0%	-7.2%	4.6%	-9.6%
Cc1ccc(OCC(=O)NNC(=O)C(=O)N2CCCC2)c(C)c1	1.8%	5.5%	8.5%	1.1%	2.2%	-1.9%	3.7%	-5.1%
O=C(c1ccccc1)N1N=C(c2ccccc2)CC1c1ccc2nccnc2c1 (stereo unspecified)	-4.9%	-4.2%	-2.1%	-9.9%	0.7%	4.7%	-12.9%	-5.9%
O=C(CCS(=O)(=O)c1ccc(Cl)cc1)Nc1ccc(N2CCOCC2)cc1	?	4.4%	-3.5%	-9.1%	-2.6%	6.5%	-5.9%	-12.4%

Continued, starting with the last two of the part before.
SMILES	ALDH1A1 inh	TRb SRC2 PPI	aGal spleen mod	Tau fluor cs	TexasRed fluor	Tau FP inhib	L3MBTL1 inh	Tau fibril ThT
O=C(c1ccccc1)N1N=C(c2ccccc2)CC1c1ccc2nccnc2c1 (stereo unspecified)	-4.9%	-4.2%	-2.1%	-9.9%	0.7%	4.7%	-12.9%	-5.9%
O=C(CCS(=O)(=O)c1ccc(Cl)cc1)Nc1ccc(N2CCOCC2)cc1	?	4.4%	-3.5%	-9.1%	-2.6%	6.5%	-5.9%	-12.4%
COCCCNC(=O)c1cc2c(=O)oc3ccc(C)cc3c2s1	·	-3.4%	·	-10.3%	-0.9%	-7.9%	·	-7.4%
N#C/C(=C/c1ccc(CNC(=O)C(=O)Nc2cc(Cl)cc(Cl)c2)o1)C(=O)NCc1cccnc1	6.0%	0.6%	-4.1%	3.9%	0.1%	8.9%	10.0%	-0.9%
O=c1c2ccccc2nc(COc2ccccc2)n1/N=C/c1ccc(O)cc1O	·	3.0%	7.3%	15.8µM*[quencher]	1.1%	-4.5%	-3.6%	?
CCSc1nc2c([nH]c3ccccc32)c(=O)n1-c1cccc(OC)c1	·	2.5%	·	?	-1.1%	-8.1%	·	?
COc1ccccc1CNC(=O)C/C(C)=N/NC(=O)Cc1ccc(OC)c(OC)c1	0.1%	7.2%	-2.2%	4.7%	-2.0%	5.7%	7.7%	-1.0%
Cc1cccc(/C(N)=N/OC(=O)COc2ccc(Cl)cc2)c1	10.9%	-2.8%	7.4%	-8.0%	-1.4%	-6.5%	29.2%	-10.6%
O=C(Nc1ccccc1)O/N=C/c1ccncc1	-2.5%	-0.6%	-1.6%	2.6%	-1.1%	-0.8%	7.1%	9.9%
O=C(NCc1ccc(Cl)cc1)c1ccc2nc[nH]c2c1	6.9%	-6.2%[53 µM]	2.6%	3.0%	-1.5%[53 µM]	-6.7%	-3.5%	6.6%
COCCn1c(=S)[nH]c2cc(C(=O)NCC3CCCO3)ccc2c1=O (stereo unspecified)	15.8µM*	-8.1%	3.6%	-11.4%	4.3%	-1.5%	2.0%	-2.6%
O=C(Nc1ccccc1)Nc1c(F)cccc1F	4.1%	-6.7%	-14.3%	-0.4%	-5.5%	2.3%	-6.3%	-6.2%
Cc1cc2c(=O)[nH]c(Cc3ccccc3)nc2s1	9.6%	3.6%	1.6%	2.3%	-3.7%	7.8%	5.5%	0.5%
CCC(C(=O)Nc1c(C)cc(C)cc1C)n1c(=O)c(-c2ccccc2NC(C)=O)nc2ccccc21 (stereo unspecified)	·	-2.7%	·	-5.5%	0.7%	0.4%	·	-8.9%
O=C(Nc1cccc(Cl)c1)OCc1cncs1	6.2%	0.6%	-6.0%	-16.2%	1.9%	-1.5%	5.5%	-11.9%
COC(C(=O)Nc1c(F)cccc1F)c1ccccc1 (stereo unspecified)	9.9%	-1.9%	1.9%	2.1%	0.2%	-1.2%	6.3%	3.1%
Cc1ccc(NC(=O)CCC(=O)c2ccc(F)cc2)cc1Cl	7.7%	-3.9%	4.0%	-12.5%	1.4%	-0.8%	5.4%	-8.1%
Cc1cc(NCCN2CCOCC2)n2ncc(-c3ccccc3)c2n1	-4.6%	1.2%	-2.3%	-20.7%	-3.9%	-0.6%	7.0%	-19.3%
COc1ccc(-c2nnc(SCC(=O)NCc3cccs3)n2C)cc1	-6.7%	-0.1%	7.5%	-3.3%	-2.0%	4.5%	13.4%[11.4 µM]	-6.7%
C=CCn1c(Cn2nnc3ccccc32)nnc1SCC(=O)N/N=C/c1cc(Br)cc(OC)c1O	0.6%	-8.7%	-0.3%	-22.7%	-5.4%	8.3%	·	?
CCOC(=O)c1c(S(=O)(=O)N2CCCC(C(=O)Nc3ccc(C)cn3)C2)c(C)n(C)c1C (stereo unspecified)	·	-1.4%	·	-10.7%	-7.2%	-3.9%	·	-3.1%

Entries of single compounds as entered above. Order of values: ALDH1A1 inh	TRb SRC2 PPI	aGal spleen mod	Tau fluor cs	TexasRed fluor	Tau FP inhib	L3MBTL1 inh	Tau fibril ThT
COc1ccccc1CNC(=O)C/C(C)=N/NC(=O)Cc1ccc(OC)c(OC)c1 is listed as 0.1%	7.2%	-2.2%	4.7%	-2.0%	5.7%	7.7%	-1.0%
CCn1cc(C(=O)OCC(=O)NCc2ccc3c(c2)OCO3)c(=O)c2ccc(C)nc21 is listed as ?	-1.1%	0.8%	-15.2%	-4.3%	-8.0%	·	?
CCCNC(=O)c1cn(CC)c2cc(N3CCN(C)CC3)c(F)cc2c1=O is listed as ?	4.6%	4.3%	-8.6%	1.5%	1.0%	·	-11.9%
N#C/C(=C/c1ccc(CNC(=O)C(=O)Nc2cc(Cl)cc(Cl)c2)o1)C(=O)NCc1cccnc1 is listed as 6.0%	0.6%	-4.1%	3.9%	0.1%	8.9%	10.0%	-0.9%
